# From PubChem BioAssay
# 5HT1E antag: blocks the human 5-HT1E serotonin receptor. inhibition, % at 6 µM. CHO 5-HT1E Ga15 NFAT-bla reporter, FRET, antagonist. 65,000 tested, 0.99% active. P28566;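 active means inhibition above a set limit, the mean inhibition across every tested compound plus 3 SD, cut at about 29% in these data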;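 further: signal is the 460 over 535 nm emission ratio of beta-lactamase substrate; 0% = agonist plus DMSO wells and 100% = wells without agonist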
# S1P3 ag: agonists of human S1P3 receptor. Q99500. S1P3 NFAT-BLA reporter cells, agonism, FRET ratio; relative to 1 µM S1P, basal subtracted. activation, % at 4.5 µM. 60,000 tested, 0.1% active. AID 373;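 active means activation above the screen-wide mean plus 3 SD, cut at about 4.5% in these data, passing the limit was not always enough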; further: some compounds called inactive have numbers as strong as hits
#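 Benchmarks: high control 1 µM S1P / System: stable CHO line with human S1P3, Gα16, NFAT-BLA reporter / Dosing: single compound concentration, 4.5 µM final / Timing: 4 h compound at 37 °C, 2 h substrate at RT / Measured by: FRET β-lactamase substrate fluorescence, excitation 405 nm, 460/535 nm emission ratio, background-subtracted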
# tolC growth inh: blocks growth of E. coli BW25113 tolC mutant; OD615; growth inhibition, % at 10 µM (by protocol); 65,000 tested, 2.2% active;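 active means growth inhibition at or above a cutoff equal to the mean over every tested compound plus 3 SD, cut at about 60% in these data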;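 further: growth measured after 20 h incubation at 37 °C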
#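 Test system: E. coli BW25113 ΔtolC::kan bacteria; incubation: 37 °C, 20 h exposure; medium: LB broth supplemented with 50 µg/mL kanamycin; read-out basis: percent growth inhibition; signal: A615 absorbance measurement; compound: 10 µM final, single dose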
# S1P1 ag pot: agonists and agonism potentiators of human S1P1 receptor. S1P1 CRE-bla cells, forskolin, beta-lactamase FRET, potentiator mode; S1P1 agonist co-added at EC20, 2 nM; 100% = saturating reference agonist, 0% = basal. activation, % at 9.5 µM. 56,000 tested, 0.57% active;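 active means activation above a cutoff set at the mean activation of all tested compounds plus 3 SD, cut at about 54% in these data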;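 further: forskolin at 4 µM as EC80 and the EC20 agonist is SEW2871; 100% = SEW2871 at its EC100 plus forskolin at EC80; some compounds past the cut are filed as inactive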
# Target sequence (P21453 whole entry, looked up): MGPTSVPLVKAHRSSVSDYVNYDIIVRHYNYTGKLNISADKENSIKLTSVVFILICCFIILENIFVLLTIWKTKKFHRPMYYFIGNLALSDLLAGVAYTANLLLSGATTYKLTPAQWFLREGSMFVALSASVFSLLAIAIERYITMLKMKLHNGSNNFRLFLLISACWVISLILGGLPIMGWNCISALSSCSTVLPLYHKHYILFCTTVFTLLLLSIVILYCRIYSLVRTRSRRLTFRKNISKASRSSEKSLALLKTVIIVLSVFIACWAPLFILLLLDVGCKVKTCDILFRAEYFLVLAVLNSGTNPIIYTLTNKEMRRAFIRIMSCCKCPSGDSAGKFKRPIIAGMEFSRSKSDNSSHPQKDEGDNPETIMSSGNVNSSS
# 5HT1E ag: 5-HT1E (human) receptor agonism; CHO 5-HT1E Ga15 NFAT-bla reporter, FRET; 0% DMSO wells, 100% control agonist wells; activation, % at 6 µM; 65,000 tested, 0.69% active;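 active means activation above a set limit, the screen-wide mean activation plus 3 SD, cut at about 8.5% in these data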;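 further: 100% = positive control agonist at 1 µM giving full maximal response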
# AP complement: alternative pathway complement inhibition, orthogonal assay. AID 1235. inhibition, % at 5 µM. Human serum alternative complement pathway, LPS-coated ELISA, C3 deposition; tested in compound mixtures. 62,000 tested, 0.08% active;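 active means inhibition above 30% in each of the two pooled mixtures holding the compound, so the lower value exceeds 30%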;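 further: 0% = serum in Mg-EGTA without compound and 100% = EDTA serum blank; some compounds past the cut are filed as inactive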
#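 Medium: diluted human serum in Mg2+-EGTA GVB++. Assay system: human serum complement alternative pathway, C3 deposition onto LPS. Also added: Plate-bound LPS. Technique: Anti-C3 ELISA, OD 450 nm. Measure: percent inhibition. Incubation: 1 h at 37 °C. Dosing: 5 µM each compound, pools of ten, 50 µM per pool.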
# SF1 activator: activators of human nuclear receptor SF-1; CHO-K1 Gal4-SF-1 LBD luciferase reporter; % increase over DMSO SF-1-specific signal; 65,000 tested, 1.9% active; AID 522; Q13285; activation, % at 10 µM;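 active means activation above the mean activation of all tested compounds plus 3 SD, cut at about 50% in these data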
#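 Material: Transient Gal4-SF-1 LBD reporter, CHO-K1 | Input: 4,000 cells/well | Dosing: One dose, 10 µM compound, 1% DMSO | Incubation: 20 h compound treatment, 37 °C | Detection: SteadyLite luciferase luminescence | Evaluation: Percent activation relative to DMSO median and mock-transfected background | Benchmarks: DMSO-treated SF-1-transfected cells as negative, DMSO-treated mock-transfected cells lacking SF-1 as background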
# 5-HT1A blocker: blocks the human serotonin 5-HT1a receptor; AID 612; CHO 5-HT1a Ga15 NFAT-bla reporter, antagonist mode; 62,000 tested, 0.68% active; inhibition, % at 10 µM;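 active means inhibition above the mean of all tested compounds plus 3 SD, cut at about 43% in these data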;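 further: receptor stimulated by 5-CT agonist at 100 nM near EC80; beta-lactamase reporter measured by ratiometric fluorescence of a cleavable substrate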
# RORA act: RORA (human) activation | activation, % at 10 µM | 65,000 tested, 1.5% active | P35398 | AID 560 | CHO-K1 Gal4-RORA LBD luciferase reporter, luminescence; percent increase over mock-subtracted basal signal;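 active means activation above the mean of all tested compounds plus 3 SD, cut at about 49% in these data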;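 further: 0% = DMSO-treated RORA cells and 100% = added signal equal to DMSO minus mock-transfected cells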
# Target sequence (P35398 whole entry, looked up, the tested form may be a part): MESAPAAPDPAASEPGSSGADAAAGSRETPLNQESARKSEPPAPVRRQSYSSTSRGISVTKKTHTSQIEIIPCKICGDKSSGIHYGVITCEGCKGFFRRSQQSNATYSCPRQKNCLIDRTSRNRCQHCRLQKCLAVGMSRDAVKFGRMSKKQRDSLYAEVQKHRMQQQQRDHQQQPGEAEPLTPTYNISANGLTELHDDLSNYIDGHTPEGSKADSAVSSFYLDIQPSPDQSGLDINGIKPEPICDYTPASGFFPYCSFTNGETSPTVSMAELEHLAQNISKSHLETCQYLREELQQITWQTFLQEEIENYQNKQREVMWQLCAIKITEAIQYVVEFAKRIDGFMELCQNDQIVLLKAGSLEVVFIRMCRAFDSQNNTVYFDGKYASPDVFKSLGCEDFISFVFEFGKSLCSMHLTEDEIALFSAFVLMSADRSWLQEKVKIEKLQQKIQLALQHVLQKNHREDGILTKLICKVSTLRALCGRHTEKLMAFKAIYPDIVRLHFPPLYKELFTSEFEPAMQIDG
# * marks the source's active call; other numbers are inactive results; x = no result given.
canonical_smiles	5HT1E antag	S1P3 ag	tolC growth inh	S1P1 ag pot	5HT1E ag	AP complement	SF1 activator	5-HT1A blocker	RORA act
COc1ccccc1Nc1ncc(-c2cccs2)s1	18	-1.4	13	8	-0.1	x	95*	x	34
N#Cc1ccc(CSc2ncnc3c2cnn3Cc2ccccc2)cc1	10	-0.6	38	34	-0.2	-8	8	23	6
CC1CN(C(=O)c2ccncc2)CC(C)O1 (centres undefined)	-2	-0.1	10	-8	-0.3	16	-1	-3	8
CC(C)COC(=O)Nc1ccccc1C(=O)N1CCOCC1	-7	-0.9	-4	-12	0.3	7	4	-7	-30
CCN(CC)c1ccc(NC(=O)c2nc3nc(C)cc(C(F)F)n3n2)cc1	11	-1.3	-1	-4	-1.0	0	-6	6	18
Cn1c(=O)c2c(nc(N3CCCCCC3)n2CC(O)COc2ccccc2)n(C)c1=O (centres undefined)	13	-1.1	-25	7	0.3	15	3	7	5
O=C(CS(=O)(=O)c1cn(Cc2ccc(F)cc2)c2ccccc12)N1CCCCC1	-8	x	3	x	-0.1	-5	6	-6	-7
COC(=O)c1ccc(CC(=O)c2ccc(O)cc2O)o1	11	0.1	8	14	0.1	4	22	-18	-15
CCOc1ccc(-n2c(SCc3ccc(C#N)cc3)nnc2-c2cccnc2)cc1	4	-1.5	13	10	-0.4	x	-9	x	-4
CCOC(=O)C(NC(C)=O)(Nc1ccc(S(=O)(=O)Nc2cc(C)nc(C)n2)cc1)C(F)(F)F (centres undefined)	9	-0.4	-7	-11	0.0	24	-14	5	2
CCn1c(CNc2ccc(C)cc2)nnc1SCC(=O)NCc1ccccc1	-4	-0.4	-22	9	-0.3	-16	0	-4	-6
CCCCn1nnnc1NCc1cccc(OC)c1OC	10	-1.0	-1	-17	-0.1	18	-7	4	-3
Cc1ccc2c(n1)sc1c(N)ncnc12	13	0.8	22	-42	1.2	18	8	-14	27
CC1(C)OC(=O)N(CCc2ccccc2)C1(C)O (centres undefined)	6	-0.4	-23	-4	-0.6	10	-4	-8	-14
COc1ccccc1CN1CC(C(=O)NCc2cccnc2)CC1=O (centres undefined)	0	0.4	-15	-8	-0.8	1	-9	-11	-12
CC(C)(C)c1cn(-c2ccccc2)c(=S)[nH]1	-2	-0.3	2	-10	-0.7	9	-8	-8	8
O=S(=O)(NCC1CCCO1)c1cccc(S(=O)(=O)N2CCCC2)c1 (centres undefined)	1	0.4	-8	4	-0.5	4	-3	-13	-13
CCCCOc1ccccc1NC(=O)CC1Nc2ccccc2NC1=O (centres undefined)	8	-0.4	15	-28	1.3	-1	-28	0	-22
CCOC(=O)N1CCN(c2nnnn2-c2ccccc2)CC1	-2	-0.5	0	x	0.8	-3	3	11	-16
CN(C)CCNC(=O)C(C(=O)c1ccc(F)cc1)n1ccccc1=O (centres undefined)	0	-1.6	0	-4	1.2	8	-10	4	-10
CCC(=O)N1CCc2cc(S(=O)(=O)NC(C(=O)NCc3ccc(C)cc3)C(C)C)ccc21 (centres undefined)	4	-1.4	-21	6	-1.3	11	15	10	8
CC1CCN(c2nc3c(c(=O)n(C)c(=O)n3C)n2CCSc2ncccn2)CC1	-15	-0.2	-11	-7	0.9	10	-7	1	10
CCN(Cc1cc2ccccc2[nH]c1=O)S(=O)(=O)c1ccccc1	-10	-0.5	16	-6	0.8	4	-1	4	13
CCOC(=O)/C(C#N)=C1/SC(CCO)C(=O)N1c1ccccc1 (centres undefined)	4	-3.7	13	10	-0.8	x	5	x	-25
Cc1ccccc1-c1nnc(SCC(=O)Nc2ccc3c(c2)OCCO3)n1N	1	x	7	x	-1.1	25	9	2	-11
Cc1cccc(NC(=O)c2cnc3sccn3c2=O)c1C	3	-1.1	-5	3	0.1	13	45	5	74*
CC(C)C(NS(=O)(=O)c1ccc2c(c1)oc(=O)n2C)C(=O)N1CCN(c2ccccc2F)CC1 (centres undefined)	4	0.2	-13	-8	-0.7	6	-7	3	9
O=C(CSc1n[nH]c(-c2cccs2)n1)NCc1cccs1	-1	-0.9	0	10	0.7	5	-16	-2	2
Cc1ccc2[nH]c(=O)c(CN(Cc3nnnn3Cc3ccccc3)C3CCCC3)cc2c1	8	-1.0	74*	4	1.6	-5	-15	0	-14
CCC(=O)N1CCc2cc(S(=O)(=O)NC(C(=O)N3CCc4ccccc4C3)C(C)C)ccc21 (centres undefined)	3	x	0	x	1.0	8	-3	-7	-12
CCC(C)COC(=O)C(C#N)c1nc2ccccc2nc1N1CCCCC1 (centres undefined)	8	-1.4	15	-5	0.5	-10	-14	2	-4
CC(=O)N1CCc2cc(Br)cc(S(=O)(=O)NCCCN3CCCC(C)C3)c21 (centres undefined)	-2	0.9	-10	7	-1.0	8	-9	-5	-10
Cc1ccccc1-c1nc2cc(N)ccc2o1	15	-0.8	7	-6	0.5	7	58*	9	41
COC(=O)Cc1c(C)nc2nc(NCc3c(F)cccc3Cl)[nH]n2c1=O	-2	-0.2	8	-16	0.2	19	-2	4	12
Cn1cnnc1SCC(=O)NCc1cccc(C(F)(F)F)c1	-10	0.5	-21	-44	0.4	10	7	-13	-12
O=C(c1cc2cc(Br)ccc2oc1=O)N1CCN(c2ccccn2)CC1	2	1.5	7	-4	-0.2	26	4	-5	-10
CCOc1ccccc1NC(=O)CSc1nc2c(c(=O)n1C)SC(C)C2 (centres undefined)	0	-1.3	11	2	1.7	17	-9	6	4
Cc1ccc(NCc2nnc3n2CCCCC3)cc1	15	0.7	-20	13	0.0	9	4	-9	3
O=C(Nc1ccc2oc(-c3cccnc3)nc2c1)c1cc2ccccc2o1	-2	-0.4	6	-50	1.4	18	-23	-5	-1
Cc1c(Cl)cccc1Nc1ccccc1C(=O)O	10	17	8	2	0.0	14	-4	x	-16
COc1ccc(NC(=O)CN2CCN(C3c4ccccc4-c4ccccc43)CC2)c(OC)c1	5	-1.6	27	-35	0.9	9	-7	4	-12
CS(=O)(=O)C1=C(O)C(=O)N(c2ccccc2)C1c1ccccc1 (centres undefined)	2	-1.5	-11	-6	2.4	12	-4	-6	-8
CCC1(C)Cc2c(sc3c2c(=O)n(C)c2nnc(SCc4ccccc4)n32)CO1 (centres undefined)	-5	20	7	7	-0.1	x	0	x	4
N#CC(C(=O)NC1CCCCC1)c1nc2ccccc2nc1N1CCN(c2ccccc2F)CC1 (centres undefined)	9	-2.2	2	0	-0.7	x	-2	x	-6
Cn1c(=O)[nH]c(=O)c2c1nc(N1CCNCC1)n2Cc1cccc2ccccc12	-2	-0.2	-8	-5	-1.3	14	-2	-4	16
COc1ccccc1-c1nnc(SCC(=O)NCc2c(C)c(Cl)cc(C(C)C)c2O)o1	-18	-0.2	56	20	0.8	7	-1	-14	4
CCc1cc2c(=O)n(C(C)C(=O)OC3CCCCC3)cnc2s1 (centres undefined)	-2	-1.3	39	8	0.0	1	35	6	23
O=C(NC(c1ccccc1)c1ccccc1)N1CCN(CCO)CC1	-6	0.8	-13	x	0.6	16	6	0	1
COC(=O)c1ccc2c(c1)SC1=C(CCCC1=O)N2	1	0.1	-12	-35	-0.8	3	20	-1	6
CC(C)c1nc(NCCN2CCOCC2)c(C#N)c2c1COC(C)(C)C2	14	-2.4	4	-14	0.8	x	-7	x	-22

# (cont.)
canonical_smiles	5HT1E antag	S1P3 ag	tolC growth inh	S1P1 ag pot	5HT1E ag	AP complement	SF1 activator	5-HT1A blocker	RORA act
Cc1nnc(SCCn2c(N3CCN(Cc4ccccc4)CC3)nc3c2c(=O)[nH]c(=O)n3C)s1	-10	0.3	x	-12	0.4	-2	-7	-10	3
CCN(Cc1ccccc1)S(=O)(=O)c1ccc(C(=O)Nc2nnc(-c3ccccc3OC)o2)cc1	-6	0.0	98*	18	0.6	3	-38	0	-48
O=C1CCC(=O)N1CNc1cccnc1	-5	-0.3	-10	14	0.1	9	-12	-17	-4
Cc1cccc(-n2ncc3c(NCCc4ccc(S(N)(=O)=O)cc4)ncnc32)c1	22	-1.0	29	-2	0.0	5	16	14	22
CCOc1ccc(-c2nnn(CC(=O)Nc3cccc(OC)c3)n2)cc1OCC	15	-0.3	29	4	-0.1	-7	-13	0	-10
Cc1cccc(-n2c(SCC(=O)Nc3nonc3C)nnc2-c2ccoc2C)c1	-1	-1.1	32	11	0.0	-19	-7	14	-6
COc1ccc2[nH]c(=O)c(CN(C(=O)COc3ccccc3)C(C)C)cc2c1	1	-1.8	5	6	0.8	-3	4	14	-11
Cc1ccc2c(CN3CCN(S(=O)(=O)c4ccc5c(c4)OCCO5)CC3)cc(=O)oc2c1C	2	0.0	12	4	1.1	5	-10	-16	-6
COc1ccc(N2CCN(Cc3cc(=O)oc4cc(C)c(Cl)cc34)CC2)cc1	-10	-1.4	4	-13	0.2	1	12	10	11
CCCC(=O)Nc1nc(-c2ccc3c(c2)OCCO3)cs1	1	0.0	50	-23	0.5	24	61*	14	63*
CCSc1nnc(NC(=O)c2ccc(C)o2)s1	-1	-1.2	7	-1	-1.4	9	46	4	34
CCC1CCCCN1Cc1nc2c(c(=O)n(C)c(=O)n2C)n1CCC(C)C (centres undefined)	19	-1.0	3	3	0.2	30	10	8	-3
CCOc1ccc(N(CC(=O)NC(C)(C)C)S(=O)(=O)c2c(C)noc2C)cc1	4	-0.3	15	-8	0.8	5	-16	6	11
CC(C)Nc1nc(-c2ccccc2)nc(-n2ccnc2)n1	30*	-1.2	26	2	8.5	3	0	36	-9
Oc1ccc(CNc2ccccc2)c2cccnc12	-11	-0.2	-5	-17	0.3	6	1	10	-20
Clc1ccc(Br)cc1-c1nc(-c2ccncc2)no1	4	0.2	-3	x	0.4	6	44	4	16
O=C(Cn1cnc2c(nnn2-c2ccccc2)c1=O)N1CCOCC1	-9	0.2	-5	-28	1.3	6	0	-7	2
CC(C)N1CCc2c(sc(NC(=O)c3ccc(S(=O)(=O)N4CCOCC4)cc3)c2C(N)=O)C1	-7	-0.2	-3	-35	1.1	18	-11	-2	-2
